High-throughput results as filed in PubChem.
SENP8 block-1 – inhibitors of human SENP8 protease; 0.64% of 360,000 active; Q96LD8; AID 602440; recombinant SENP8, Nedd8 substrate fluorescence; inhibition, % at 20 µM; in the data active = inhibition mostly above about 40%, no sharp cut-off; inactive = mostly below about 27%
Apaf1 inhib – human Apaf-1 inhibition. O14727. reconstituted apoptosome caspase-3 activity, DEVD-Rh110 fluorescence. inhibition, % at 20 µM. 0.71% of 330,000 active. AID 489030; active = inhibition of at least 40% at 20 µM;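 note: plate controls were DMSO wells for no effect and DEVD-CHO caspase inhibitor wells for full effect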
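Assay system – apoptosome proteins · Medium – Hepes buffer, pH 7.5 · Also added – cytochrome c with DEVD-Rh110 · Timing – 30 min compound preincubation, 50 min activation, room temperature · Detection – Rh110 fluorescence, excitation 480 nm, emission 540 nm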
SENP8 block-2 – inhibitors of human SENP8 protease; Q96LD8; inhibition, % at 10 µM; purified SENP8, Z-RLRGG-aminoluciferin cleavage, luminescence; 1.2% of 330,000 active; AID 2540; in the data active = inhibition above about 50%
A3G deaminase – blocks human APOBEC3G single-stranded DNA deamination | Q9HC16 | recombinant A3G, ssDNA deamination FAM/TAMRA fluorescence | inhibition, % at 20 µM | 0.28% of 330,000 active;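 active = inhibition of at least 40% at 20 µM, with no more than 30% in the related APOBEC3A deaminase screen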;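 note: plate controls were DMSO wells with A3G for no effect and wells lacking A3G enzyme for full effect; some compounds called inactive have numbers as strong as hits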
Target sequence (Q9HC16 whole entry, looked up): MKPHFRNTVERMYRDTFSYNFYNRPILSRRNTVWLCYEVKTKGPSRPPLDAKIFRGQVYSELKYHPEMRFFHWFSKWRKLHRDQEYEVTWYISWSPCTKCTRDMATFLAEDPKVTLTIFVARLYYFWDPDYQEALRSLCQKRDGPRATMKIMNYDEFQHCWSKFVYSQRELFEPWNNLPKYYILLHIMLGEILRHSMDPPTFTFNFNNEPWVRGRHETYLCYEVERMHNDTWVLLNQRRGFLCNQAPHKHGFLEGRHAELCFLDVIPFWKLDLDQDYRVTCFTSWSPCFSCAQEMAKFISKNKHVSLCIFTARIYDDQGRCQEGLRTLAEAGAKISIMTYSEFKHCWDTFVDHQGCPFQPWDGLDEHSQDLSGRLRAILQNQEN
SENP7 block – SENP7 protease inhibition | inhibition, % at 5 µM | recombinant SENP7, Z-RLRGG-aminoluciferin luminescence, 40 min | 1.5% of 330,000 active | Q9BQF6;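 active = inhibition above about 50% at the single test dose, limit read from the data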;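 note: plate controls were DMSO with enzyme for no effect and no enzyme buffer wells for full effect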
SENP6 inh – blocks the human protease SENP6 | inhibition, % at 10 µM | 1.8% of 330,000 active | Recombinant SENP6 catalytic domain, aminoluciferin luminescence | Q9GZR1;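 active = inhibition above about 50% at the single tested dose, limit read from the data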;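 note: plate controls were DMSO wells with enzyme for no effect and DMSO wells lacking enzyme for full effect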
UBC13 polyUb – blocks human UBC13 polyubiquitin chain formation. inhibition, % at 20 µM. P61088. TR-FRET. 0.47% of 330,000 active; in the data active = inhibition above about 45%, passing the limit was not always enough
Target sequence (P61088 whole entry, looked up): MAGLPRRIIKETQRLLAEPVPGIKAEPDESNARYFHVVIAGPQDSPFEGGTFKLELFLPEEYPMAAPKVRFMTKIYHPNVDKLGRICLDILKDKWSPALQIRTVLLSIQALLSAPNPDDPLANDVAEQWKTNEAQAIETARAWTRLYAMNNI
SENP1 inh – inhibitors of human SENP1 SUMO protease catalytic domain; AID 624204; recombinant SENP1 catalytic domain, CyPet-SUMO1-YPet FRET cleavage; inhibition, % at 10 µM; Q9P0U3; 0.21% of 360,000 active;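 active = inhibition at least 30% at 10 µM, raw YFP signal under a set limit, fluorescence ratio 0.5 to 1.5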;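 note: 0% = enzyme with DMSO and 100% = no enzyme wells; some results filed as inactive read as strong as hits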
Target sequence (Q9P0U3 419-644 limits assumed): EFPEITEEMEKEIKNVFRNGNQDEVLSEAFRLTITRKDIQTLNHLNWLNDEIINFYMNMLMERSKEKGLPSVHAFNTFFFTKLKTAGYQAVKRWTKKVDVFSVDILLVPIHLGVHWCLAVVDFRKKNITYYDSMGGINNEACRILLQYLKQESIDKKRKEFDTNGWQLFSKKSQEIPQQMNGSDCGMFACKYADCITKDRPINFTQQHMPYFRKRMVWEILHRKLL
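Test system: recombinant human SENP1 catalytic domain, His6-tagged / Medium: pH 8 Tris buffer with EDTA, NaCl, BME, BSA, NP40, catalase / Also added: SUMO1 FRET substrate flanked by Cypet and Ypet, 25 nM / Times: 50 min reaction at room temperature / Signal: FRET, CFP and YFP emission / Control set: no-enzyme low control and enzyme-plus-DMSO high control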
* hit, by the source's call.

molecule,SENP8 block-1,Apaf1 inhib,SENP8 block-2,A3G deaminase,SENP7 block,SENP6 inh,UBC13 polyUb,SENP1 inh
CCCc1[nH]c(=O)c(C#N)c2c1CCCC2,-196,-2,2,3,-1,-16,4,1
CCOC(=O)C1(Cc2ccccc2)CCCN(Cc2cnn(CC)c2)C1 (stereo not drawn),0,2,-3,-10,-2,-7,0,1
O=S(=O)(c1ccc(Cl)cc1)c1cnc2ccccc2n1,4,2,-11,-6,-4,-11,-18,-1
COc1ccc(N(CC(=O)N/N=C/c2ccccc2F)S(=O)(=O)c2ccccc2)cc1,22,25,-6,-10,-5,-36,0,0
Cc1cccc2cc(C#N)c(N3CCC(O)CC3)nc12,-286,9,-1,-7,-2,-7,-4,-72
COc1ccccc1-c1noc2ncnc(Nc3ccccc3C)c12,-32,10,-14,-11,-8,-13,5,2
COc1ccccc1N=Nc1c(C)n[nH]c1C,22,6,2,-5,1,0,-7,2
Cc1csc2nc(O)c(C(=O)NC3CCCCC3)c(=O)n12,8,5,10,-7,3,14,-2,-1
CCCCCC(=O)Nc1nc(C)c(-c2csc(Nc3ccccc3OCC)n2)s1,-55,20,7,-3,12,1,-25,-6
O=C(Nc1ccc(Cl)cn1)c1ccc(COc2ccccc2Br)o1,4,14,-3,-11,6,-21,8,-3
N#C/C(=N\Nc1ccc(F)cc1)C(=O)C1CC1,38,2,3,-6,-9,9,-13,3
COc1cccc(NC(=O)c2ccc3c(O)c(S(=O)(=O)c4ccccc4)c(=O)[nH]c3c2)c1,1,6,1,-3,16,-9,-4,-3
COc1cc(/C=C2/SC(=O)NC2=O)ccc1OC(=O)c1ccco1,-15,2,82*,-4,85*,88*,-11,5
O=C(NCc1cccs1)c1cc(-c2ccccc2)nc2ccccc12,0,13,-7,-4,3,5,6,-1
CCN(CC)C(=O)c1sc(N2C(=O)Nc3ccccc3N2O)c(C(=O)OC)c1C,-15,-7,4,-2,-1,-8,4,2
O=S(=O)(Nc1cccc(-c2ccc3nncn3n2)c1)c1cccs1,-6,11,1,1,12,3,-9,1
Cn1c(NC(=O)/C=C\c2ccccc2)cc(=O)n(C)c1=O,10,6,-16,-5,-6,-12,-38,-3
CCCn1c(SCC(=O)NCc2ccc(F)cc2)n[nH]c1=O,5,-11,3,-5,2,5,1,1
COc1ccccc1-n1c(C)nc2cc(C(=O)NCc3ccc4c(c3)OCO4)ccc21,-1,8,0,-7,6,10,8,3
Cc1ncc([N+](=O)[O-])n1CC(=O)Nc1ccc(F)cc1F,19,-2,-6,-8,5,2,-3,1
Cc1ccc(C(C)NC(=O)c2cc(C)oc2C)cc1 (stereo not drawn),12,7,-3,-8,-2,-8,-8,-2
O=C(c1cnccn1)N1CCCC(N2CCN(c3cccc(Cl)c3)CC2)C1 (stereo not drawn),4,-5,2,-4,-1,-11,-4,1
Cc1ccc(CSCC(=O)N(C)CC(=O)Nc2cccc(F)c2)cc1,7,14,-8,-8,13,-9,-2,0
CN(Cc1ccccc1)S(=O)(=O)c1ccc2[nH]cc(C(=O)NCC3CCCO3)c(=O)c2c1 (stereo not drawn),-63,6,5,5,5,12,4,-2
Cc1cccc(OCC(=O)Nc2ccncc2)c1C,11,-8,-5,-5,4,17,2,3
Cc1noc(C)c1S(=O)(=O)Nc1ccccc1N1CCOCC1,17,-7,-11,-5,13,-6,-6,-1
CCn1c(C)nc2cc(C(=O)OCCC(F)(F)F)ccc21,12,-5,10,-7,9,-2,1,-1
COCCn1c(C)cc(/C=C2\NC(=S)N(C)C2=O)c1C,10,-2,2,-6,-1,19,-11,-81
C[C@@H]1O[C@@H](O[C@H]2[C@H](O[C@H]3C[C@]4(C)C(C[C@@H](O)C5C([C@]6(C)CC[C@@H](C(C)(C)O)O6)CC[C@]54C)[C@@]4(C)CC[C@H](O)C(C)(C)C34)O[C@H](CO)[C@@H](O)[C@@H]2O)[C@H](O)[C@H](O)[C@H]1O (stereo partly drawn),11,4,0,-5,9,-14,-1,2
CC(C)CCN=Cc1c(O)n(-c2ccccc2)c(=O)c2ccccc12,15,11,-9,-8,-4,-13,-1,-1

Filtered by structure, those above containing a Cl atom (3)
molecule,SENP8 block-1,Apaf1 inhib,SENP8 block-2,A3G deaminase,SENP7 block,SENP6 inh,UBC13 polyUb,SENP1 inh
O=S(=O)(c1ccc(Cl)cc1)c1cnc2ccccc2n1,4,2,-11,-6,-4,-11,-18,-1
O=C(Nc1ccc(Cl)cn1)c1ccc(COc2ccccc2Br)o1,4,14,-3,-11,6,-21,8,-3
O=C(c1cnccn1)N1CCCC(N2CCN(c3cccc(Cl)c3)CC2)C1 (stereo not drawn),4,-5,2,-4,-1,-11,-4,1

(continued)
molecule,SENP8 block-1,Apaf1 inhib,SENP8 block-2,A3G deaminase,SENP7 block,SENP6 inh,UBC13 polyUb,SENP1 inh
COc1cc(NC(=O)C2CC(=O)N(Cc3ccco3)C2)c(OC)cc1Cl (stereo not drawn),18,4,-4,0,15,-4,4,0
O=C(Nc1cccc(-c2cn3c(n2)SCC3)c1)c1ccc(Br)o1,23,2,-6,-7,-11,15,-4,-2
Cn1nc(-c2ccccc2)c(CSc2ccccc2Cl)c1Cl,18,15,2,1,9,17,2,1
CCOC(=O)C1CCN(Cc2ccc(F)cc2)CC1,18,-3,2,3,-1,-9,4,3
COc1cc(CNCCc2ccccc2)ccc1OCC(=O)NC(C)(C)C,37,7,-2,17,-1,-22,-4,1
COC(=O)CN(c1cc([N+](=O)[O-])ccc1OC)S(C)(=O)=O,18,0,-2,1,11,-18,-2,2
O=C(Nc1ccnn1C1CCN(Cc2ccccc2)CC1)C1CCCC1,12,7,-4,3,-1,-9,2,-1
COc1cccc(O[C@@H]2O[C@@H]3COC(C)(C)O[C@H]3[C@H](O)[C@H]2NC(C)=O)c1,16,4,-1,-4,-1,-4,2,1
CCCCNC(=S)NCc1ccc2c(c1)cc(C)n2C,-2,20,-7,-10,-1,-15,1,-3
CCn1cc(C(=O)N[C@H](C(=O)NCCCOC)C(C)C)c(=O)c2cc3c(cc21)OCO3,-38,0,-4,-9,5,-28,5,2
CN1CCN(Cc2cc(=O)oc3cc4c(cc23)CCC4)CC1,-16,4,-4,0,-1,10,3,0
CCOC(=O)C1CCCN(C(=S)Nc2ccc(Nc3ccccc3)cc2)C1 (stereo not drawn),9,3,10,-3,0,13,5,3
COc1cc(CCc2ccc3c(c2)OCO3)oc(=O)c1,39,11,-8,1,2,1,7,2
O=C(/C=C/c1ccc(-c2ccccc2)cc1)NCc1cccnc1,-130,9,-9,-6,-19,-3,-13,0
N#Cc1ccccc1N=Cc1ccc(Br)cc1,-39,-2,-1,-3,-4,10,6,-2
CCc1nc2ccc(C(=O)N3CCN(CC)CC3)cc2nc1CC,18,-2,0,-6,-12,-10,-2,1
Cc1c(Cl)cccc1NC(=O)Nc1cc(C(C)(C)C)on1,4,27,2,8,3,-14,1,1
Cc1ccc(NS(C)(=O)=O)c(C(=O)c2ccccc2)c1,20,5,7,-2,4,1,3,3
COc1cc(CNc2ccc(S(N)(=O)=O)cc2)ccc1OCC(=O)NC1CCCCC1,-3,-3,6,0,-7,-7,0,2
Cc1ccc(S(=O)(=O)Nc2ccc(S(=O)(=O)Nc3nccs3)cc2)cc1C,6,4,2,10,15,-1,-16,4
O=C(Nc1cc2c(cc1Br)OCCCO2)c1ccccc1,14,-3,-2,2,-4,-17,10,3
c1ccc(CNc2ncnc3sc4c(c23)CCC4)nc1,-112,6,-4,-5,8,-26,8,-3
COCCCNC(=O)CCCn1c(=O)c2ccccc2n(CC(=O)Nc2c(C)cc(C)cc2C)c1=O,17,-12,-4,3,4,-10,-8,0
COc1ccc(Cl)cc1C(=O)Nc1cccc2ncccc12,-32,-5,-4,-7,-8,13,9,-1
CCOc1ccc(NC(=O)CN(C)CC(=O)Nc2cccc(Cl)c2C)cc1OCC,23,23,-6,-3,-5,-12,-10,1
CCOc1cc(N2CCOCC2)c(OCC)cc1NC(=O)COc1ccccc1[N+](=O)[O-],29,1,2,0,8,3,-1,4
CCn1c2ccccc2c2cc(NC(=O)c3cccc([N+](=O)[O-])c3C)ccc21,5,5,-5,-3,-4,-14,-11,16
OC(COc1ccc(Cl)cc1)CSc1ccccn1 (stereo not drawn),20,2,-17,0,-1,9,3,2
COc1cccc(CNC(=O)CCn2ccc3cc(S(=O)(=O)N4CCC(C)CC4)ccc32)c1,8,12,8,-1,9,1,-4,-2
O=C(O)CCCN1C(=O)/C(=C\c2ccc(-c3nc4ccccc4s3)o2)SC1=S,10,-81,-8,1,-2,6,-102,-49

The listing continues.
molecule,SENP8 block-1,Apaf1 inhib,SENP8 block-2,A3G deaminase,SENP7 block,SENP6 inh,UBC13 polyUb,SENP1 inh
CO/N=C(/CS(=O)Cc1ccc(Cl)cc1)c1ccc(Cl)cc1 (stereo not drawn),22,4,1,-3,1,-3,3,1
COc1ccc(/C=C/C(=O)OCC(=O)Nc2cccc(S(=O)(=O)NC3=NCCCCC3)c2)cc1,9,9,-9,-7,-6,-7,13,0
CC(C)c1[nH]nc2c1C(Cc1ccccc1)C(C#N)=C(N)O2 (stereo not drawn),-23,7,1,-5,-2,-2,2,-6
CCC(C(=O)NC1CCCCC1)n1c(SCc2ccccc2F)nc2ccncc21 (stereo not drawn),-8,4,7,-6,0,-8,27,0
C=CCN1C(=O)CSc2ccc(C(=O)NC(C)c3ccccc3)cc21 (stereo not drawn),10,-12,-4,-3,5,4,7,1
COc1ccc(N/C=C/C(=O)C(F)(F)F)cc1,-6,9,-16,-10,-3,-20,-18,-9

Ordered by SMILES length (high to low): 3 of the compounds above
molecule,SENP8 block-1,Apaf1 inhib,SENP8 block-2,A3G deaminase,SENP7 block,SENP6 inh,UBC13 polyUb,SENP1 inh
COc1ccc(/C=C/C(=O)OCC(=O)Nc2cccc(S(=O)(=O)NC3=NCCCCC3)c2)cc1,9,9,-9,-7,-6,-7,13,0
C=CCN1C(=O)CSc2ccc(C(=O)NC(C)c3ccccc3)cc21 (stereo not drawn),10,-12,-4,-3,5,4,7,1
COc1ccc(N/C=C/C(=O)C(F)(F)F)cc1,-6,9,-16,-10,-3,-20,-18,-9
